MT stabilizer: stabilizes microtubules in HeLa cells. HeLa tubulin immunostaining HCS, 24 h; share of cells brighter than vehicle mean+2SD. % tubulin-high responders, % at 10 µM. 200,000 compounds, 0.83% hits;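 active = plate Z-score above 3 for both tubulin-high and condensed-nucleus cell shares, with cell loss under 80%, at 10 µM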;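 note: anti alpha tubulin signal scored within the nucleus-defined area of each cell; some results filed as inactive read as strong as hits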
Insulin prom up: MIN6 insulin promoter up-regulation; MIN6 insulin promoter-GFP reporter, high-content imaging; active compounds read high; z-score at 5 µM; 190,000 compounds, 0.3% hits; AID 1625;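 active = z-score above 3 at 5 µM with at least 500 cells counted in the well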
TNAP activators: human TNAP enzyme activators, primary screen, biochemical, luminescent, no phosphate acceptor, uHTS (AID 1001); purified TNAP, luminescent activation assay, no phosphate acceptor; higher activation fold means a stronger effect; activation fold at 20 µM; hits with a dose series show EC50 in µM; 200,000 compounds, 0.03% hits; in the data active = activation fold from about 3, or a potency from the dose series; inactive = the rest, 99 in 100 with activation fold below about 1.6; note: many of its hits are not listed in these tables
b-catenin transl: beta-catenin nuclear translocation modulation; nuclear translocation activity, % at 5 µM; HeLa beta-catenin nuclear translocation, immunofluorescence imaging; AID 1665; 190,000 compounds, 0.3% hits;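 active = nuclear translocation activity above 50% at 5 µM, with a well cell count of 50 or more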;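 note: per-cell ratio of nuclear to cytoplasmic median beta-catenin stain intensity; plate controls were DMSO negative control for no effect and GSK-3 inhibitor IX positive control for full effect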
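Test system: HeLa cells, endogenous beta-catenin; Compound: single 5 µM dose plus 0.02–20 µM confirmation series; Times: compound exposure 24 h at 37°C; Signal: fluorescence imaging of beta-catenin antibody stain plus DAPI; Read-out: % activation, nuclear-to-cytoplasmic median beta-catenin signal ratio per cell.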
PMI inhibitors: inhibitors of human PMI, primary screen, biochemical, fluorescence intensity, coupled assay (AID 1209) | purified PMI enzyme, coupled fluorescence intensity; higher % means a stronger effect | one-dose inhibition, % at 20 µM; IC50 in µM for titrated hits | 190,000 compounds, 0.42% hits;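 note: plate controls were DMSO vehicle for no effect and wells lacking substrate for full effect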
human PMI inhibitors: MPI inhibition at elevated mannose 6-phosphate – biochemical, fluorescence intensity, high mannose 6-phosphate, primary screen (AID 1220); recombinant PMI enzyme, coupled fluorescence intensity; higher % means a stronger effect; 190,000 compounds, 0.66% hits; inhibition, % at 20 µM, or IC50 in µM where a hit was titrated
T cell modulator: T cell immune modulation candidate | 330,000 compounds, 0.068% hits | 2C CD8+ T cell-vesicle binding, flow cytometry; active compounds read low | calls only at 7 µM | AID 2052;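 active = response, share of CD8 T cells binding vesicles, and their 90th percentile fluorescence all below set limits, cut at about 80% in these data, passing the limit was not always enough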
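Benchmarks: naked versus QL9-loaded vesicles / Assay system: purified 2C TCR transgenic mouse naive CD8+ T cells / Technique: high-throughput flow cytometry with anti-B7-1 and anti-CD8 staining / Timing: Cell–vesicle co-incubation 1.5 h at 37 °C, staining 20 min on ice / Read-out: percent CD8+ FL2 mean versus row control / Probe or stimulus: QL9-loaded Drosophila micro-vesicles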
Autophagy HCS: modulators of autophagy; MEF GFP-LC3 puncta imaging; test concentration mostly 10 µM; calls only at 10 µM (by protocol); 190,000 compounds, 0.98% hits; AID 463193;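 active = percentage of spot-positive cells more than 3 SD above its plate mean, without a fluorescence outlier flag or 80% toxicity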;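 note: spot-positive cell cutoff set from DMSO-treated cells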
Hep lipid drop: modulators of hepatic lipid droplet formation | AML12 mouse hepatocytes, oleate lipid droplets, BODIPY imaging | AID 1656 | 240,000 compounds, 0.4% hits | inhibition, % at 6.5 µM;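 active = lipid droplet intensity inhibited by at least 50%, with more than 500 cells counted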
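System: AML12 hepatocytes (mouse). Probe or stimulus: oleic acid at 100 µM to induce lipid droplet formation. Times: overnight treatment with compound plus oleate. Detection: Image-based BODIPY and DAPI two-channel analysis. Evaluation: percent inhibition of filter-corrected integrated lipid droplet intensity per well.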
Insulin prom up cell count: second read-out of Insulin prom up, no call of its own (marks repeat the call); cell count; measured here: cytotoxicity, nuclei count;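 total cells summed across four imaged fields per well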
Hep lipid drop cells 6.5 µM: further read-out of Hep lipid drop, marked with its call; cell count; measured here: cell count, cytotoxicity flag;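 cells counted across two imaged fields per well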
b-catenin transl cell count 5 µM: further read-out of b-catenin transl, marked with its call; cell count; measured here: cell count, cytotoxicity flag
T cell modulator vesicle-bound %: recorded beside T cell modulator, whose call it bears; double positive events, %; measured here: CD8+ vesicle-bound cell fraction;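 binding gate set so that unloaded-vesicle control wells show 10% double positive cells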
MT stabilizer Hoechst-high %: recorded beside MT stabilizer, whose call it bears; % Hoechst-high responders; measured here: nuclear condensation Hoechst responders;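 share of cells brighter than vehicle mean plus two SD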
MT stabilizer cytotoxicity %: second read-out of MT stabilizer, no call of its own (marks repeat the call); toxicity, %; measured here: cytotoxicity by cell density;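 0% = mean cell density of plate MIN control wells and 100% = no cells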
Autophagy HCS cell loss 18 h: further read-out of Autophagy HCS, marked with its call; toxicity, %; measured here: cell loss, nuclei count;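 cell loss after 18 h compound exposure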
* hit, by the source's call; i = inactive; nt = no result given. Cut-off read from the data, not from the text of the source, unless noted: active = inhibition above about 50%; inactive = the rest. Rows were taken by chance; overall some 2.9% were active at least once.

Every second line gives: MT stabilizer | MT stabilizer Hoechst-high % | MT stabilizer cytotoxicity % | Insulin prom up | Insulin prom up cell count | TNAP activators | b-catenin transl | b-catenin transl cell count 5 µM | PMI inhibitors | human PMI inhibitors | T cell modulator | T cell modulator vesicle-bound % | Autophagy HCS | Autophagy HCS cell loss 18 h | Hep lipid drop | Hep lipid drop cells 6.5 µM
- CC(C)CNC(=O)c1cccc(NC(=O)C(C)Oc2ccccc2)c1 (stereo not given)
  3.7 | 2.9 | 6.5 | -1.34 | 1369 | 1.1 | 1.1 | 1451 | 4.0% | 6.2% | i | 56.5 | i | 21.0 | -9.1 | 748
- C=CCN(CC=C)C(=O)c1ccncc1
  3.9 | 1.7 | 5.5 | 0.18 | 1713 | 1.1 | -0.6 | 1007 | 15.3% | 13.3% | i | 23.7 | i | 8.7 | -7.2 | 659
- CCOc1ccc2nc(NC(=O)CSc3nnc(-c4ccncc4)n3CC3CCCO3)sc2c1 (stereo not given)
  nt | nt | nt | 0.61 | 1176 | 1.1 | 1.1 | 983 | -5.1% | -0.8% | i | 6.3 | nt | nt | nt | nt
- CCc1nnc(NC(=O)/C=C/c2cccs2)s1
  3.2 | 1.1 | 3.0 | 0.35 | 1538 | 1.1 | 8.4 | 880 | 2.8% | -0.5% | i | 40.7 | i | 28.4 | -7.4 | 696
- O=C(CSc1nnc(-c2ccc(O)cc2)o1)Nc1ccc2c(c1)OCCO2
  2.4 | 2.2 | 5.1 | -0.76 | 1411 | 1.1 | 2.9 | 922 | -3.0% | -8.4% | i | 61.0 | i | -31.6 | nt | nt
- Cc1ccc(CSC2=NCCN2C(=O)c2ccc([N+](=O)[O-])cc2)cc1
  0.7 | 0.9 | 7.6 | -1.24 | 1247 | 1 | -0.4 | 1006 | 9.5% | 10.1% | i | 38.7 | i | 2.0 | -21.0 | 714
- COc1ccc(CC2(CO)CCN(S(=O)(=O)c3c(C)nn(C)c3Cl)CC2)cc1
  3.2 | 1.2 | 3.5 | -0.42 | 1549 | 1 | -1.5 | 1068 | -7.5% | -4.9% | i | 3.0 | i | -1.3 | -16.6 | 596
- O=C(Nc1ccccc1Cl)c1cc(S(=O)(=O)N2CCOCC2)cs1
  0.4 | 1.7 | 7.1 | 1.6 | 778 | 1.1 | nt | nt | 8.2% | -0.1% | i | 48.7 | i | -3.8 | 16.9 | 790
- Cc1c(NC(=O)c2cc(-c3cccs3)nc3ccccc23)c(=O)n(-c2ccccc2)n1C
  5.6 | 2.4 | 13.1 | 0.31 | 1496 | 1.2 | -1.6 | 1075 | -0.7% | -5.2% | i | 60.6 | i | 25.5 | -2.2 | 647
- O=C(O)CCSc1ccccn1
  3.0 | 2.4 | 3.6 | -0.33 | 1460 | 1.1 | -1.7 | 1019 | 6.1% | -5.6% | i | 50.9 | i | 41.1 | 18.8 | 740
- O=C(CCCn1nnc2ccccc2c1=O)N[C@@H](Cc1ccccc1)C(=O)O
  nt | nt | nt | -1.06 | 1431 | nt | 0.1 | 1297 | nt | nt | i | 52.2 | nt | nt | -2.1 | 718
- COc1ccc(OC)c(-c2cnc(OC(C)(C)C)nc2OC(C)(C)C)c1
  8.5 | 59.1 | 33.3 | nt | nt | 1.3 | -1.0 | 965 | 18.5% | 7.3% | i | 34.7 | i | 20.3 | -54.7 | 480
- CC1(C)Nc2ccccc2C(=O)N1NC(=O)c1ccccc1
  1.3 | 2.2 | 6.7 | nt | nt | 1.1 | -3.9 | 483 | 3.7% | -3.0% | i | 27.2 | i | 5.5 | -0.3 | 743
- COc1ccccc1Nc1ncnc2ccc(C)cc12
  2.0 | 1.7 | 2.4 | -0.01 | 1163 | 1.1 | 0.4 | 1222 | -8.0% | -7.4% | i | 28.5 | i | -5.5 | 14.2 | 754
- Cc1cc(NCc2ccco2)n2c(nc3ccccc32)c1C#N
  2.9 | 2.8 | 10.2 | -0.18 | 1815 | 1.2 | -1.5 | 1068 | 13.1% | 11.5% | i | 40.1 | i | 17.2 | -2.4 | 716
- Cc1oc(-c2ccccc2Cl)nc1CN1CCCCC1CO (stereo not given)
  4.3 | 2.6 | 7.4 | nt | nt | 1.1 | -0.4 | 946 | 10.0% | 13.7% | i | 59.3 | i | -7.8 | -11.2 | 679
- NC(=O)c1cnn2c(C(F)(F)F)cc(-c3ccc(F)cc3)nc12
  5.1 | 3.0 | 14.3 | 0.24 | 1159 | 1 | -3.4 | 923 | -7.0% | -8.5% | i | 34.6 | i | 16.8 | nt | nt
- Cc1c(NC(=O)CSc2nnc(C(C)Oc3ccc(Cl)cc3)n2-c2ccccc2)c(=O)n(-c2ccccc2)n1C (stereo not given)
  2.4 | 1.6 | 9.3 | nt | nt | 1 | nt | nt | 4.1% | 2.9% | i | 38.3 | i | -17.3 | nt | nt
- CCn1c(COc2ccc(C)cc2)nnc1SCc1ccc(C#N)cc1
  3.0 | 2.6 | 8.1 | -1.6 | 1023 | 1.1 | 0.3 | 1424 | -1.3% | -2.5% | i | 18.4 | i | -5.0 | nt | nt
- O=C(Oc1ccccc1C(=O)Nc1ccccc1)c1ccc(Br)c([N+](=O)[O-])c1
  3.1 | 2.0 | 4.8 | 0.5 | 1337 | 1 | nt | nt | -0.1% | 5.2% | i | 19.6 | i | 6.2 | -2.3 | 689
- CCOC(=O)Cc1cc(=O)n2[nH]c(C)c(-c3ccccc3OC)c2n1
  2.4 | 3.0 | 1.5 | 0.52 | 1500 | 1.1 | 0.6 | 1031 | 14.1% | 10.7% | i | 57.0 | i | 21.4 | -5.4 | 723
- COC(=O)c1sccc1NC(=O)c1ccccc1[N+](=O)[O-]
  3.6 | 2.8 | 10.5 | 0.89 | 1300 | 1 | -2.5 | 523 | 0.3% | 2.9% | i | 42.9 | i | 10.2 | 10.7 | 784
- CCOC(=O)Cc1csc(NC(=O)COc2ccc(C)cc2)n1
  3.7 | 3.1 | 5.3 | 0.41 | 1444 | 1.1 | 2.2 | 1061 | 0.7% | -5.6% | i | 2.0 | i | 33.2 | -1.7 | 716
- O=C1c2ccc3c4c(ccc(c24)C(=O)N1NC(=O)C(F)(F)F)CC3
  1.9 | 1.2 | 6.3 | -0.5 | 890 | 1.1 | nt | nt | 1.9% | -8.6% | i | 43.2 | i | 34.2 | 9.1 | 836
- CCC(=O)NC(Nc1sc2c(c1C(=O)OC)CCC2)C(Cl)(Cl)Cl (stereo not given)
  2.3 | 3.3 | 6.8 | -0.14 | 1283 | 1.2 | nt | nt | 10.8% | -2.4% | i | 21.4 | i | 18.0 | -19.7 | 746
- Cc1ccc(S(=O)(=O)NNC(=S)NC(C)(C)C)cc1
  nt | nt | nt | 0.1 | 1184 | nt | 1.2 | 1294 | nt | nt | i | 30.2 | nt | nt | -6.0 | 708
- O=C1CN(C(=O)c2ccc(Br)o2)C(c2ccc(F)cc2)c2cc(Cl)ccc2N1 (stereo not given)
  3.4 | 1.1 | 1.8 | -0.17 | 1602 | 1 | -1.4 | 1239 | 10.1% | 13.9% | i | 56.1 | i | 14.6 | nt | nt
- CCOC(=O)N/N=C(\C)c1cccs1
  2.5 | 2.7 | 5.4 | 0.47 | 1346 | 1.2 | -0.6 | 1082 | -4.5% | -4.7% | i | 46.4 | i | -7.0 | -5.0 | 726
- c1ccc2c(c1)nc(Nc1ccc(N3CCCCC3)cc1)c1nncn12
  nt | nt | nt | 1.1 | 934 | nt | -0.7 | 1347 | nt | nt | i | 45.4 | nt | nt | -1.4 | 721
- O=C(N/N=C1/CC(c2ccccc2)Oc2ccccc21)C1CC1 (stereo not given)
  2.0 | 4.1 | 9.0 | 0.52 | 1406 | 1.1 | nt | nt | 4.9% | 11.9% | i | 43.0 | i | -2.1 | 6.7 | 720
- Cn1c(=O)cc(N2CCc3ccccc32)[nH]c1=O
  1.9 | 3.4 | 7.7 | -0.4 | 1705 | 1 | 0.4 | 1037 | 27.4% | 27.2% | i | 25.6 | i | 1.0 | 9.2 | 678
- Cc1ccnc(N2C(=O)c3ccccc3C2Nc2cccc(C)c2C)c1 (stereo not given)
  3.8 | 1.9 | 1.8 | 0.91 | 1118 | 1.1 | -1.7 | 1165 | 4.9% | 7.6% | i | 38.2 | i | -2.7 | -22.3 | 663
- CCc1nc(N2CCOCC2)c(C#N)c2c1COC(C)(C)C2
  5.4 | 3.9 | 8.5 | -0.08 | 860 | 0.9 | -1.2 | 1151 | -4.2% | -0.6% | i | 26.4 | i | -8.0 | nt | nt
- Cc1ccc(CSc2nc3ccncc3n2CC(=O)Nc2cc(C)cc(C)c2)cc1
  1.9 | 1.5 | 6.6 | 1.13 | 1220 | 0.9 | 1.8 | 468 | -5.1% | -6.3% | i | 16.8 | i | 9.8 | -0.5 | 666
- CCN(CCO)Cc1csc2cc(C)ccc12
  4.3 | 3.7 | 6.6 | 0.48 | 1138 | 1.1 | nt | nt | 2.0% | 6.6% | i | 7.9 | i | 0.8 | -14.6 | 583
- COc1ccc(NC(=O)C2CCC(CNS(=O)(=O)c3cccs3)CC2)cc1 (stereo not given)
  3.8 | 2.5 | 6.0 | 1.69 | 1176 | 1 | -1.1 | 1077 | 3.3% | 14.7% | i | 64.0 | i | 0.2 | -11.7 | 747
- CC(Oc1ccc(Cl)cc1Cl)C(=O)OCn1nnc2ccccc2c1=O (stereo not given)
  2.5 | 0.6 | 18.8 | 0.21 | 907 | 1 | nt | nt | 6.3% | 4.8% | i | 63.4 | i | -1.7 | 22.4 | 821
